Glioma ERSR ind: inducers of ER stress response in human glioma cells; Potency, µM, inactives show top-dose activation, most hits filed as activators; 420,000 compounds, 0.02% hits; U87-MG GRP78 promoter luciferase reporter, 16 h; also: potency is read from the fitted curve at half-maximal effect; series mostly up to about 76 µM; % of control where 0% means no effect; nearly all actives have a fitted effect of over 35% in size
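ERSR induction read as luciferase luminescence (Bright-Glo, 10 min at room temperature) in stably transfected human U87-MG glioma cells exposed to compounds for 16 h, using GRP78 as sensor.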
Vif-APOBEC3F blk: inhibitors of Vif-A3F interaction. HeLa A3F-eYFP + Vif (tagged APOBEC3F with the HIV-1 protein that degrades it), YFP fluorescence increase. Potency, µM (series often up to 46.1 µM), for inactives: at the highest dose activity, negative = active. 390,000 compounds, 0.2% hits. AID 602313; also: potency is read from the fitted curve at half-maximal effect; % of control where 0% means no effect; nearly all actives have a fitted effect of over 65% in size
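Fluorescence increase (Ex 488/Em 500-530) after overnight compound treatment at 37 deg C flags inhibition of Vif-driven A3F-eYFP loss in stable HeLa A3F-eYFP/Vif cells seeded overnight beforehand.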
LDHA block: blocks human lactate dehydrogenase A | P00338 | purified LDHA, NADH/diaphorase-resazurin fluorescence; stronger effect = lower value | activity change, % (values are at about 110 or 230 µM) | 480,000 compounds, 0.15% hits | AID 1347041; in the data active = activity change below about -30%; inconclusive = mostly about -25% to -30%;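 also: plate controls were DMSO wells for no effect and wells without enzyme for full effect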
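Resorufin fluorescence (ex540/em590), read at 0 and 20 min after diaphorase/resazurin addition, reports the NADH left after a 5 min room-temperature reaction of 2 nM human LDH5 with 0.06 mM NADH and 0.2 mM pyruvate.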
TrxR1 substrate: is turned over as a substrate by rat TrxR1 | O89049 | purified TrxR1 substrate turnover, NADPH consumption readout | Potency, µM (titrated, usually from 114 µM), inactives show at the highest dose activity change, negative = substrate turnover | 390,000 compounds, 0.01% hits | AID 588456; also: potency is read from the fitted curve at half-maximal effect; % is scaled to controls: 0 for no effect and ±100 for the full control effect; nearly all actives have a fitted effect of over 50% in size
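Rat TrxR1, dispensed at 90 nM, was prereduced with 400 uM NADPH (final) for 5 min at ~22 deg C, then incubated with compound 15 min before 400 uM selenite. A first-read NADPH fluorescence drop versus no-compound background flagged substrates.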
PI4K2A inh: inhibitors of human PI4K2A; purified PI4K2A, ADP-Glo luminescence, 1 h; stronger effect = lower value; activity change, negative = inhibition, % at 76.9 µM; 420,000 compounds, 0.13% hits; AID 1346378; in the data active = activity change below about -50%; inconclusive = mostly about -30% to -49%;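 also: -100% = wells without enzyme as full effect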
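ADP-Glo luminescence measured ADP generated by PI4K2A enzyme (4 ug/mL before mixing) with 1.2 mM PI substrate (pre-mix) and 300 microM ATP (pre-mix). Tris pH7.5 buffer with MgCl2, Triton X-100; 1 h reaction at ambient temperature.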
USP1 inh: inhibitors of human USP1/UAF1 deubiquitinase; Potency, µM (highest dose often 57.1 µM), for the others: at the highest dose activity change, negative = inhibition, most hits filed as inhibitors; recombinant USP1/UAF1, Ub-Rhodamine cleavage fluorescence; O94782; 390,000 compounds, 0.23% hits; also: potency is read from the fitted curve at half-maximal effect; % is scaled to controls: 0 for no effect and ±100 for the full control effect; nearly all actives have a fitted effect of over 60% in size; inactives centre near -12
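USP1/UAF1 complex at 1 nM was preincubated with compound for 15 min at room temperature, then Ub-Rho substrate (150nM final) was added. Fluorescence (480/540 nm) was read kinetically, 6 reads every 60 seconds.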
Vif-A3G inh: blocks the Vif interaction with human APOBEC3G; HeLa A3G-eYFP + Vif (tagged APOBEC3G with the HIV-1 protein that degrades it), YFP fluorescence, overnight; Potency, µM (doses to about 46.1 µM), for inactives: at the highest dose activity, negative = active, most hits filed as inhibitors; AID 602310; 410,000 compounds, 0.076% hits;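 also: potency is read from the fitted curve at half-maximal effect; % is scaled to controls: 0 for no effect and ±100 for the full control effect; nearly all actives have a fitted effect of over 60% in size; hits raise eYFP signal because A3G escapes Vif-driven loss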
Target sequence (Q9HC16 whole entry, looked up): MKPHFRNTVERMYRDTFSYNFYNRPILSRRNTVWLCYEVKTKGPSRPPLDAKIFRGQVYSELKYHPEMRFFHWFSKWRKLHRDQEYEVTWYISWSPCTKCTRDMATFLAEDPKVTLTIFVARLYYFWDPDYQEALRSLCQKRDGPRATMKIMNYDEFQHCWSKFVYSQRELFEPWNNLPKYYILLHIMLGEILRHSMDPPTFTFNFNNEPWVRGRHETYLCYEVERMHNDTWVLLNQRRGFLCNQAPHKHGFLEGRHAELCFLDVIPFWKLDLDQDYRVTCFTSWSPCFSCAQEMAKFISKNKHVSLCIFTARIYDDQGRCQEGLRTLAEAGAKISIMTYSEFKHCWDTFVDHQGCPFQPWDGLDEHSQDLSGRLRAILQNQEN
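Read-out is eYFP fluorescence (Ex 488/Em 500-530) from Vif-expressing HeLa A3G-eYFP cells; more signal means A3G escaped Vif-mediated degradation. Cells plated overnight, compound pinned in, incubated overnight at 37 deg C.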
RXFP1 ag: RXFP1 (human) receptor agonism. Q9HBX9. HEK293T-RXFP1 cAMP TR-FRET, 30 min; response scale: percent of porcine relaxin response, buffer zero. 370,000 compounds, 0.3% hits. AID 2676. Potency, µM (highest dose often 57.5 µM), without a hit: at the highest dose activation, most hits filed as activators; also: potency is read from the fitted curve at half-maximal effect; % is scaled to controls: 0 for no effect and ±100 for the full control effect; nearly all actives have a fitted effect of over 60% in size; many of its hits are not listed in these tables
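HEK293T cells stably expressing RXFP1 were pretreated with the PDE4 inhibitor Ro 20174, exposed to compounds for 30 min at 37C, lysed, and cAMP was read by TR-FRET. Data normalized to buffer (basal) and 29 nM porcine relaxin (100%).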
mIDH1 inhibitor: blocks human mutant IDH1 R132H enzyme | O75874 | Potency, µM (titrated, usually from 76.6 µM), for inactives: at the top dose activity change, negative = inhibition, most hits filed as inhibitors | IDH1-R132H enzyme, NADPH consumption, diaphorase/resazurin fluorescence | 390,000 compounds, 0.093% hits; also: potency is read from the fitted curve at half-maximal effect; % is scaled to controls: 0 for no effect and ±100 for the full control effect; nearly all actives have a fitted effect of over 65% in size
Target sequence (O75874 whole entry R132H, stated change not applied): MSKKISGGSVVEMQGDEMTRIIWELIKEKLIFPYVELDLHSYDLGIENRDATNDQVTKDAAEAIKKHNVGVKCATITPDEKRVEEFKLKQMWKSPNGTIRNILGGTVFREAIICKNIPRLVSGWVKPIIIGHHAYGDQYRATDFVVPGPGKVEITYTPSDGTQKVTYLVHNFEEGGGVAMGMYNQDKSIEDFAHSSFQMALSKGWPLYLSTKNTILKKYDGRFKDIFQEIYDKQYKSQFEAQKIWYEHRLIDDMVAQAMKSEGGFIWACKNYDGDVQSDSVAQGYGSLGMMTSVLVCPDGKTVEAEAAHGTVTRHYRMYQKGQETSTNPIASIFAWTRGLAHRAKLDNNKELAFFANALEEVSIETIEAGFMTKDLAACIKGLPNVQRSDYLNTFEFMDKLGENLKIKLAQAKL
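IDH1-R132H (0.5 ug/mL dispensed) in pH 7.5 Tris buffer was preincubated 30 min with compound, then given a substrate mix of 0.016 mM NADPH and 2 mM alpha-KG for 80 min at room temperature; remaining NADPH was read by diaphorase/resazurin fluorescence.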
* marks the source's active call; other numbers are inactive results; ? = inconclusive; / = not tested or not shown; & = joins results of further samples; [ ] = dose if it differs, or a comment. Unless noted, calls follow the shape of the dose curve; as a rule, active = well fitted curve in the direction sought with a large enough effect; inconclusive = small, poorly fitted or top-dose-only effect, or another doubt; inactive = no such curve, though single readings can be large; an effect the other way counts as inactive or inconclusive. A portion of the library; rates above refer to the full screens.

Labels used below: A = Glioma ERSR ind; B = Vif-APOBEC3F blk; C = LDHA block; D = TrxR1 substrate; E = PI4K2A inh; F = USP1 inh; G = Vif-A3G inh; H = RXFP1 ag; I = mIDH1 inhibitor
1: CCC(C)[C@H](NC(=O)N1CCCC1)C(=O)O (some centres undefined)
  A: -4%; B: 0%; C: -5; D: 12%; E: -1; F: ?; G: -1%; H: -1.2%; I: 6%

2: CC(=O)Nc1ccc(S(=O)(=O)NCCc2csc(-c3cccnc3)n2)cc1
  A: 2%; B: -3%; C: 2; D: 7%; E: 0; F: -20%; G: 2%; H: 25%; I: -2%

3: COc1ccccc1C(=O)Nc1nnc(S(=O)(=O)N(C)c2ccc(Cl)cc2)s1
  A: -1%; B: -2%; C: -13; D: -3%; E: -7; F: 9%; G: 5%; H: -0.3%; I: 0%

4: CCOc1ccccc1CNC(=O)C1CCN(c2nc3ccccc3nc2C(F)(F)F)CC1
  A: 2%; B: 0%; C: 0; D: -8%[57.1 µM]; E: -1; F: -17%; G: 7%; H: ?; I: -2%

5: COc1ccc(S(=O)(=O)Nc2nc3ccccc3s2)cc1
  A: -2%; B: -4%; C: -9; D: 15%[57.1 µM]; E: -8; F: -18%; G: 0%; H: -0.1%; I: 0%

6: CCNc1nc(C)nc2c1cnn2C
  A: -3%; B: 4%; C: -2; D: 11%[57.1 µM]; E: -2; F: -1%; G: -4%; H: /; I: 9%

7: O=C(NCC1CCCO1)C(c1ccc(N2CCOCC2)cc1)N(C(=O)Cn1nnc2ccccc21)c1ccccc1F (centres undefined)
  A: -1%; B: -4%; C: -4; D: 6%; E: -2; F: -7%; G: -3%; H: 1.4%; I: 8%

8: O=C(Nc1ccccc1)Nc1ccc(C(=O)N2CCCC2)cc1
  A: -12%; B: 10%; C: 2; D: -7%; E: -62*; F: -4%; G: -12%; H: 0.0%; I: -1%

9: O=C(O)C1CC=CCC1C(=O)N1CCCC1 (centres undefined)
  A: -2%; B: /; C: -3; D: -6%; E: 5; F: -8%; G: 1%; H: -0.4%; I: 7%

10: C[C@@H]1CC=C[C@H]2[C@H]1C(=O)N(Cc1ccccc1)[C@H]2c1cccc([N+](=O)[O-])c1
  A: -3%; B: 0%; C: 0; D: 5%; E: 6; F: -21%; G: 3%; H: 0.4%; I: 7%

11: O=C(NCCN1CCOCC1)C1CCN(c2ncnc3c2sc2cccc(F)c23)CC1
  A: -2%; B: 3%; C: -5; D: 7%; E: 3; F: -2%; G: -1%; H: 0.9%; I: 13%

12: COc1ccc(S(=O)(=O)N2CCC(c3ccncc3)CC2)cc1OC
  A: -4%; B: -3%; C: -2; D: -6%[57.1 µM]; E: -2; F: 4%; G: 3%; H: 1.3%; I: -3%

13: CCOCCCNC(=O)c1cn(C)c2ccc(S(=O)(=O)N3CCCC3)cc2c1=O
  A: -6%; B: 6%; C: -2; D: -12%; E: 2; F: -20%; G: -1%; H: 5.1%; I: 0%

14: CCSc1nnc(NC(=O)c2ccccn2)s1
  A: 1%; B: -1%; C: 5; D: -10%; E: ?; F: -21%; G: 8%; H: 0.7%; I: 4%

15: O=C(NC1CCCCC1)c1ccc(CSc2nc3ccncc3n2Cc2ccccc2F)cc1
  A: 7%; B: -3%; C: -9; D: -5%; E: 0; F: -11%; G: 1%; H: 2.8%; I: 4%

16: COc1ccc(C(CCN2CCOCC2)c2c(O)cc(OC)cc2OC)cc1 (centres undefined)
  A: -4%&-5%; B: -1%; C: 0; D: -1%&8%; E: -3; F: -23%; G: -1%&-3%; H: 2.2%; I: 22%

17: COc1ccc(Cc2nc3ccc(C(=O)NCCc4ncccc4C)cc3o2)cc1OC
  A: 1%; B: 0%; C: 1; D: /; E: 4; F: -21%; G: -6%; H: /; I: 6%

18: COc1ccc(NC(=O)C2CCN(C(=O)Cc3ccccc3)CC2)c(OC)c1
  A: -3%; B: -3%; C: -3; D: 5%[11.4 µM]; E: 3; F: 4%; G: 0%; H: -0.4%; I: 13%

19: CC(=O)Nc1ccc(C(=O)OCCCOC(=O)c2ccc(NC(C)=O)cc2)cc1
  A: -2%; B: -4%; C: -3; D: -9%; E: -1; F: -13%; G: -1%; H: 2.2%; I: 0%

20: CC(=O)c1c(C)n([O-])c2ccccc2[n+]1=O
  A: -1%; B: 0%; C: 4&7; D: 8%[57.1 µM]; E: 1; F: -10%; G: 0%; H: -1.1%; I: 0%

21: CC(C)N(C)CCOC(=O)C1COc2ccccc2O1 (centres undefined)
  A: -4%; B: -7%; C: -8; D: 4%; E: 4; F: -15%; G: 0%; H: -1.0%; I: -11%

22: O=C(Cc1ccccc1)Nc1nnc(-c2ccccc2)o1
  A: -3%; B: 1%; C: 1; D: 8%; E: 2; F: -20%; G: -2%; H: 0.1%; I: -4%

23: CN(CC(=O)Nc1ccc(OC(F)(F)F)cc1)S(=O)(=O)c1cnc[nH]1
  A: 2%; B: 2%; C: -1; D: -2%; E: 4; F: -7%; G: 4%; H: -0.4%; I: 2%

24: Cc1ccc(CN2C(=O)CCC2C(=O)NCCCN2CCOCC2)cc1 (centres undefined)
  A: -3%; B: -7%; C: -2; D: 14%[57.1 µM]; E: -8; F: -6%; G: 0%; H: 0.6%; I: 2%

25: COc1ccc(N2C(=NC(=O)CCC3CCCC3)SC3CS(=O)(=O)CC32)cc1 (centres undefined)
  A: -2%; B: 7%; C: 1; D: -1%; E: 7; F: -22%; G: 1%; H: -2.2%; I: 8%

Structural class, those above containing a CF3 group (2)
Labels used below: A = Glioma ERSR ind; B = Vif-APOBEC3F blk; C = LDHA block; D = TrxR1 substrate; E = PI4K2A inh; F = USP1 inh; G = Vif-A3G inh; H = RXFP1 ag; I = mIDH1 inhibitor
4: CCOc1ccccc1CNC(=O)C1CCN(c2nc3ccccc3nc2C(F)(F)F)CC1
  A: 2%; B: 0%; C: 0; D: -8%[57.1 µM]; E: -1; F: -17%; G: 7%; H: ?; I: -2%

23: CN(CC(=O)Nc1ccc(OC(F)(F)F)cc1)S(=O)(=O)c1cnc[nH]1
  A: 2%; B: 2%; C: -1; D: -2%; E: 4; F: -7%; G: 4%; H: -0.4%; I: 2%

Carrying on.
Labels used below: A = Glioma ERSR ind; B = Vif-APOBEC3F blk; C = LDHA block; D = TrxR1 substrate; E = PI4K2A inh; F = USP1 inh; G = Vif-A3G inh; H = RXFP1 ag; I = mIDH1 inhibitor
26: O=C(c1ccc([N+](=O)[O-])o1)N1CCN(c2nc3ccc(F)cc3s2)CC1
  A: 2%; B: -13%; C: 0; D: -2%; E: -2; F: -21%; G: -3%; H: -0.2%; I: 1%

27: O=C(CSc1nc(O)cc(=O)[nH]1)N1CCCc2ccccc21
  A: -1%; B: -37%; C: 0; D: -5%; E: -4; F: 1%; G: -5%; H: 0.7%; I: -1%

28: O=C(NC12CC3CC(CC(C3)C1)C2)c1cccc([N+](=O)[O-])c1
  A: -4%; B: 3%; C: -4; D: 3%; E: 7; F: -16%; G: 1%; H: -1.0%; I: 7%

29: COc1ccccc1NC(=O)Cc1csc(NC(=O)c2ccccc2)n1
  A: -2%; B: 1%; C: -8; D: -10%; E: 4; F: -7%; G: 0%; H: 1.2%; I: 0%

30: CC(C)Oc1ccc(C(=O)Nc2nc3c(s2)CC(C(C)(C)C)CC3)cc1 (centres undefined)
  A: -3%; B: -6%; C: -8; D: 2%; E: -1; F: -7%; G: 3%; H: 5.7%; I: 4%

31: Cc1ccc(C)c(C2=CSC3=NS(=O)(=O)CCN23)c1
  A: -4%; B: -2%; C: 0; D: 4%; E: -2; F: -5%; G: 2%; H: -0.4%; I: 5%

32: Fc1ccc(-n2ncc3c(N4CCC(Cc5ccccc5)CC4)ncnc32)cc1
  A: 0%; B: -7%; C: -5; D: -5%[57.1 µM]; E: -2; F: -25%; G: -1%; H: 0.9%; I: 1%

33: CCSc1nnc(-c2ccccc2N)c(=O)[nH]1
  A: 6%; B: -5%; C: -2; D: 5%; E: 4; F: -4%; G: -4%; H: -1.5%; I: 0%

34: CN1CCN(S(=O)(=O)c2ccc(Br)s2)CC1
  A: -1%; B: -3%; C: -3; D: 1%; E: -1; F: -2%; G: -2%; H: 3.8%; I: 15%

35: Cc1c(C2(O)CCCCC2)[nH]c2ccc(C(F)(F)F)cc12
  A: 1%; B: 6%; C: 1; D: -8%; E: 2; F: -18%; G: ?; H: /; I: 10%

36: Nc1ncc(C(=O)O)c(-c2ccccc2)n1
  A: -5%; B: 2%; C: -15; D: -5%[11.4 µM]; E: -3; F: -20%; G: -2%; H: /; I: 7%

37: O=S(=O)(c1cccc(S(=O)(=O)N2CCCC2)c1)N1CCCCC1
  A: -5%; B: -9%; C: -12; D: 3%; E: -1; F: -19%; G: 0%; H: -3.1%; I: 7%

38: CC1(C)Oc2ccc3ccc(=O)oc3c2/C(=C/Nc2ccc(O)cc2)C1=O
  A: -6%; B: 11%; C: -11; D: 2%; E: 3; F: -4%; G: -2%; H: -0.3%; I: -4%

39: O=C1/C(=C\c2ccco2)NC(=S)N1c1ccccc1
  A: 6%; B: -25%; C: 16; D: -4%; E: -13; F: -26%; G: -9%; H: -1.7%; I: -10%

40: O=C(Cc1c(F)cccc1Cl)Nc1ccc(-n2cnnn2)cc1
  A: 1%; B: 2%; C: 1; D: -10%[57.1 µM]; E: 0; F: -13%; G: -5%; H: 2.8%; I: 13%
